Source: PubChem BioAssay (National Center for Advancing Translational Sciences (NCATS))
Casp7 inh – qHTS Assay for Allosteric/Competitive Inhibitors of Caspase-7. hit rate 0.02% among 75,000. Potency, µM (titrated, usually from 57.5 µM), for the others: at the highest dose activity change, negative = inhibition, most hits filed as inhibitors. P55210. recombinant caspase-7, Ac-DEVD-AFC fluorescence rate. AID 889, 2007; active = well fitted inhibition curve with a large enough effect in the main read-out, with a control signal flat, not every such curve was filed as active; inconclusive = small, poorly fitted or top-dose-only effect, or a change in a side signal; note: potency is the fitted concentration of half-maximal effect; % of control where 0% means no effect
Target sequence (P55210 24-198 limits assumed): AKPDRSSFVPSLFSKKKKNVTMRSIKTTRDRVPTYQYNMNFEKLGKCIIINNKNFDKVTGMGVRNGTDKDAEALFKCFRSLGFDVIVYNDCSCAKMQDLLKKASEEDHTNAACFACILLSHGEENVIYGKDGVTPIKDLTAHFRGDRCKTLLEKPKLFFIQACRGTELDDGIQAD
Target sequence (P55210 207-303 limits assumed): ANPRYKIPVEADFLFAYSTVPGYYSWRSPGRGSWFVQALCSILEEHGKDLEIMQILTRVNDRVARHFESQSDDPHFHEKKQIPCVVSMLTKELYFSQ
Tau fil binding – qHTS Assay for Tau Filament Binding. Microtubule-associated protein tau (Homo sapiens), P10636. recombinant tau filaments, thioflavin S fluorescence, 15 h; filaments grown with octadecylsulfate alongside compound. Potency, µM (top dose mostly 57.1 µM), without a hit: at the top dose activity change, negative = inhibition. hit rate 2% among 71,000;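 note: potency is the fitted concentration of half-maximal effect; % is set by controls: 0 for no effect and ±100 for the full control effect; actives lower thioflavin S fluorescence by blocking filaments or displacing dye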
Target sequence (P10636 whole entry, looked up): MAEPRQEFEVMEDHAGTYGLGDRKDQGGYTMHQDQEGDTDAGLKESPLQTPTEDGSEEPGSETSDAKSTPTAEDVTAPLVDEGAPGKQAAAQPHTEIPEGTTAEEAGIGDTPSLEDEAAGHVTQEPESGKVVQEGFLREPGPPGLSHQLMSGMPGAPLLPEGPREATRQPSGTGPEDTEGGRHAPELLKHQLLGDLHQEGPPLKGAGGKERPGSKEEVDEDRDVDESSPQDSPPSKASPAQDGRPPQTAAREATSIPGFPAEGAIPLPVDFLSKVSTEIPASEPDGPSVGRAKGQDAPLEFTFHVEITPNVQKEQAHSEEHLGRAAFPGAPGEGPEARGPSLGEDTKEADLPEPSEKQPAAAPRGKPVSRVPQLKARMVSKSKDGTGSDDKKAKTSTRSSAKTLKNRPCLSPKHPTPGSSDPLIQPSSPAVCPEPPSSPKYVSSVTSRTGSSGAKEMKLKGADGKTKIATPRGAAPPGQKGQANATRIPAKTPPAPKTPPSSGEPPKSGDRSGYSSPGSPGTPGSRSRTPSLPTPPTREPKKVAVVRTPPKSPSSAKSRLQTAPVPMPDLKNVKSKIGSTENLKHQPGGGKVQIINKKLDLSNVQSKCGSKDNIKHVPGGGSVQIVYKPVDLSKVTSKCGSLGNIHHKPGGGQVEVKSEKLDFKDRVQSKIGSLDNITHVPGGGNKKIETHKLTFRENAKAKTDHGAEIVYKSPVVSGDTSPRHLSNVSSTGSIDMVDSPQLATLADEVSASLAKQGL
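Quantitative HTS: thioflavine S signal from ODS-induced tau filaments, excited at 450 nm, emission 510 nm. Conditions: 1 uM tau, 30 uM ODS, 15 h at 37 C, pH 7.4.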
Fluorescein autfl – qHTS Assay for Spectroscopic Profiling in Fluorescein Spectral Region; Compound autofluorescence, 480/540 nm, fluorescein-equivalent; hits give high values; max fluorescein-equivalent concentration, M; hit rate 0.91% among 59,000; AID 593, 2007; in the data active = max fluorescein-equivalent concentration above about 10 nM; inconclusive = between about 1.1 nM and that limit
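Library compounds, added at multiple concentrations to pH 8.0 Tris buffer (100 mM), incubate 15 min at room temperature before CCD imaging at 480 nm excitation and 540 nm emission.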
Caspase-1 inhib – qHTS Assay for Allosteric/Competitive Inhibitors of Caspase-1; P29466; Caspase-1 enzyme, Ac-WEHD-AFC fluorogenic rate; Potency, µM (top dose mostly 57.5 µM), inactives show at the highest dose activity change, negative = inhibition, usual class: inhibitors; hit rate 0.03% among 75,000;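 note: potency is the fitted concentration of half-maximal effect; plate controls were vehicle for no effect and no substrate for full effect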
HADH2 inhib – qHTS Assay for Inhibitors of HADH2 (Hydroxyacyl-Coenzyme A Dehydrogenase, Type II); 3-hydroxyacyl-CoA dehydrogenase type-2 (Homo sapiens), Q99714; recombinant HADH2, NADH fluorescence, beta-hydroxybutyryl-CoA; Potency, µM (titrated, usually from 57.1 µM), for inactives: at the highest dose activity change, negative = inhibition, actives largely listed as inhibitors; hit rate 3.4% among 73,000; AID 886, 2007; note: potency is the fitted concentration of half-maximal effect; % is set by controls: 0 for no effect and ±100 for the full control effect; nearly all actives have a fitted effect of over 60% in size; many of its hits are not listed in these tables
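E. coli-expressed His-tagged HADH2 tested at 20 nM in alkaline Tris buffer (pH 9.0); oxidation of 90 uM beta-hydroxybutyryl-CoA with 1 mM NAD+ tracked fluorimetrically for 4 min.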
Rhodamine autofl – qHTS Assay for Spectroscopic Profiling in Rhodamine Spectral Region. Rhodamine-region fluorescence, 547/598 nm, Tris buffer; hits give high values. max dye-equivalent concentration, M. hit rate 0.05% among 59,000. AID 594, 2007; in the data active = max dye-equivalent concentration above about 11 nM; inconclusive = between about 1.1 nM and that limit
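Read-out is relative fluorescence at 547 nm excitation and 598 nm emission, expressed as dye-equivalent concentration using rhodamine standards on every plate. Each compound was profiled across a concentration series after 15 min in 100 mM Tris, pH 8.0.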
TexasRed autofl – qHTS Assay for Spectroscopic Profiling in Texas Red Spectral Region. hit rate 0.06% among 59,000. max dye-equivalent concentration, M. AID 587, 2007. Compound fluorescence, Texas Red channel, 547/618 nm; hits give high values; in the data active = max dye-equivalent concentration above about 10 nM; inconclusive = between about 1.1 nM and that limit
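Pin-transferred compounds and Texas Red standards go into 100 mM Tris buffer, pH 8.0. After 15 min at room temperature, plates are imaged with 547/618 nm filters. Each value is a dye-equivalent concentration derived from the per-plate dye curve.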
USP2a inhib – qHTS Assay for Inhibitors of Ubiquitin-specific Protease USP2a; AID 927, 2007; USP2a enzymatic assay, qHTS inhibition; hit rate 0.1% among 60,000; Ubiquitin carboxyl-terminal hydrolase 2 (Homo sapiens), O75604; Potency, µM (top dose mostly 38.3 µM), for the others: at the highest dose activity change, negative = inhibition, usual class: inhibitors;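 note: potency is the fitted concentration of half-maximal effect; nearly all actives have a fitted effect of over 60% in size; plate controls were DMSO for no effect and NEM full inhibition control for full effect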
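Coupled readout: USP2-cleaved Ub-PLA2 (20nM final) turns over NBD C6-HPC (20uM final), Ex 460nm/Em 535nm after 2.5 h, time-zero read flagging artifacts. Enzyme (20nM final, pH 8.0 Tris) given 30 min RT with compound first; NEM defines full inhibition.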
HEK293 cAMP cs – qHTS Assay for Agonists of the Thyroid Stimulating Hormone Receptor: Activators of Intracellular cAMP Concentrations in Parental HEK 293. parental HEK293 CNG cAMP sensor, membrane potential fluorescence. Potency, µM (top dose mostly 57.1 µM), without a hit: at the highest dose activation, hits mostly activators. hit rate 2.5% among 73,000. AID 938, 2007; note: potency is the fitted concentration of half-maximal effect; % of control where 0% means no effect; nearly all actives have a fitted effect of over 55% in size
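Parental HEK 293 cells stably expressing a cAMP-gated CNG channel were loaded with membrane potential dye containing 100 uM RO 20-1724 for 60 min. Compound added for 30 min; depolarization read as fluorescence intensity at 590 nm.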
Luciferase inh – qHTS Assay for Inhibitors of Firefly Luciferase; hit rate 2.2% among 72,000; Potency, µM (doses to about 57.1 µM), for the others: at the top dose activity change, negative = inhibition, hits mostly inhibitors; purified firefly luciferase, luminescence, 8 min; note: potency is the fitted concentration of half-maximal effect; % is set by controls: 0 for no effect and ±100 for the full control effect; nearly all actives have a fitted effect of over 40% in size
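Titration-based qHTS; buffer 50 mM imidazole pH 7.2, 50 mM KCl, 7 mM MgCl2, 10 uM ATP, 0.01% Tween 20, 0.05% BSA; luciferase/luciferin detector mix added after compound; 8 min, ambient; luminescence.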
ERK AVP block – qHTS Assay for Inhibitors of the ERK Signaling Pathway using a Homogeneous Screening Assay. HEK293-V1b, vasopressin-stimulated pERK AlphaScreen. Potency, µM (top dose mostly 57.5 µM), for the others: at the top dose activity, negative = inhibition, hits mostly inhibitors. hit rate 0.99% among 72,000. AID 995, 2007; note: potency is the fitted concentration of half-maximal effect; % is set by controls: 0 for no effect and ±100 for the full control effect; nearly all actives have a fitted effect of over 55% in size
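HEK293 cells stably expressing V1b receptor, preincubated 30 min at 37 °C with compound, then stimulated 5 min with 25 nM vasopressin. Phospho-ERK by AlphaScreen SureFire after 5 h RT; normalized to DMSO and vasopressin; AC50 by Hill fit.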
Starred values were filed as active, the others as inactive; i = inactive; ? = inconclusive; nt = no result given; [ ] = another dose, or the depositor's remark. Unless noted, calls come from the whole dose curve; as a rule, active = well fitted curve in the direction sought with a large enough effect; inconclusive = small, poorly fitted or top-dose-only effect, or another doubt; inactive = no such curve, though single readings can be large; an effect the other way counts as inactive or inconclusive.

SMILES	Casp7 inh	Tau fil binding	Fluorescein autfl	Caspase-1 inhib	HADH2 inhib	Rhodamine autofl	TexasRed autofl	USP2a inhib	HEK293 cAMP cs	Luciferase inh	ERK AVP block
O=C(CCS(=O)(=O)Cc1ccccc1)NCC1CCCO1 (configuration not stated)	0%	0%	i	3%	-10%	i	i	6%	1%	1%	-1%
CCCCCCc1c(O)c2ccccc2[nH]c1=O	1%	-17%	i	0%	?	i	i	-4%	11%	-3%	0%
COc1cccc(-n2ccnc2SCC(=O)NCc2ccccc2)c1	2%	0%	i	-1%	1%	i	i	9%	14%	-1%	19%
O=C(NCc1cccnc1)NC1(C(F)(F)F)Oc2ccc(Cl)cc2O1 (configuration not stated)	2%	13%	nt	0%	-11%	nt	nt	nt	-10%	1%	nt
O=C(O)C1CC(=O)N(c2ccc(F)c(F)c2)C1 (configuration not stated)	0%	-5%	?	3%	4%	i	i	-2%	?	2%	8%
Cc1noc(C)c1CSc1nc2sc(C)c(C)c2c(=O)n1C1CCCC1	0%	-13%	?	1%	-5%	i	?	2%	22%	2%	-5%
CN(C)CCCNC(CC(=O)Nc1ccc(Cl)cc1)C(=O)O (configuration not stated)	1%	11%	i	-1%	5%	i	i	-4%	5%	1%	18%
Cn1c(=O)oc2cc(S(=O)(=O)Nc3ccc4c(c3)OCO4)ccc21	-9%	20µM*	?	-3%	-6%	i	i	31%[activator]	-1%	-6%	-26%
CN(C)S(=O)(=O)c1ccc(C(=O)Nc2ccccn2)cc1	-7%	7%[11.4 µM]	nt	-4%	6%[11.4 µM]	nt	nt	5%[7.66 µM]	-2%[11.4 µM]	-15%	20%
CCOC(=O)N1CCC(NC(=O)c2sc3nc4n(c(=O)c3c2C)CCCC4)CC1	-1%	-13%	i	0%	5%	i	i	2%	-6%	7%	-9%
CCOc1ccc2nc(NC(=O)CN3CCN(c4ccccn4)CC3)sc2c1	-2%	-4%	?	0%	-4%	i	?	37%[activator]	?	-13%	11%
O=C1CC2CS(=O)(=O)CC2N1C1CCCCC1 (configuration not stated)	-1%	-9%	nt	-1%	-1%	nt	nt	nt	2%	0%	nt
CCOC(=O)c1ccc(NC(=O)C2CCN(S(=O)(=O)c3ccccc3)CC2)cc1	-1%	44%	nt	2%	1%	nt	nt	nt	0%	0%	?
COc1ccc(CN2CC(C(=O)NCc3cccc(OC)c3)CC2=O)cc1 (configuration not stated)	0%	-21%	i	0%	-3%	i	?	1%	5%	2%	-2%
COc1ccc(CCNS(=O)(=O)c2cccc(C(=O)O)c2)cc1OC	-1%	-4%	i	2%	6%	i	i	7%	-1%	0%	-20%
COc1ccc(C(=O)Nc2ccc(N3CCN(c4ccc(OC)cc4)CC3)c(C#N)c2)cc1	1%	-6%	i	3%	?	i	i	6%	-1%	0%	6%
O=C(NCc1ccccn1)c1cccs1	2%	9%	nt	-1%	-2%	nt	nt	1%	5%	3%	-12%
CCn1nc(NC(=O)c2ccncc2)c2cc3ccc(C)cc3nc21	-8%	0%	?	-10%	44%[activator]	i	i	14%	-6%	-15%	-7%
COc1cc(NC(=O)C2CCCC2)c(OC)cc1Cl	-1%	2%	nt	-1%	-3%	nt	nt	-6%	?	1%	-6%
Cc1cc(NC(=O)CSc2nc3ccccc3c(=O)n2CCCC(=O)NCc2ccco2)n[nH]1	-1%	1%	?	1%	10%	i	?	15%	-2%	-1%	-10%
CC(CCc1ccccc1)NC(=O)CN1CCN(Cc2ccccc2)C1=O (configuration not stated)	-1%	12%	i	0%	3%	i	i	9%	25%	2%	-5%
CC(=O)Oc1cc2c(C(C)=O)coc2c2ccccc12	-4%	-10%	i	0%	1%	i	i	-1%	-1%	-1%	-7%
CCN(CC)CCN1C(=O)C(O)=C(C(=O)c2sc(C)nc2C)C1c1cccnc1 (configuration not stated)	0%	-1%	i	-2%	-10%	i	i	0%	2%	0%	-14%
CC(C)NC(=O)c1cccc(Cn2cc(Cl)cn2)c1	0%	5%	i	0%	4%	i	i	-3%	-2%	0%	-20%
CCC(=O)Nc1cc2nn(-c3ccc(OC)cc3)nc2cc1C	1%	-4%	i	-2%	-74%	i	i	-3%	6%	1.3µM*	-22%
C=CCNc1nnc(C)c2ccccc12	-4%	-7%	?	-2%	-2%	i	i	-4%	8%	0%	21%
CCOc1ccccc1OCC(=O)NCc1ccco1	-2%	-1%	i	0%	-27%	i	i	12%	1%	-1%	-24%
Cn1c(SCC(=O)O)nc2ccccc2c1=O	0%	4%	?	-2%	3%	i	i	-1%	0%	0%	-3%
CC(=O)NC1CSCC1OC(C)=O (configuration not stated)	0%	-2%	nt	1%	-4%	nt	nt	2%	-3%	1%	-2%
COc1ccc(C(=O)N2CCC3(CCN(C(=O)Nc4cccc(F)c4)CC3)CC2)cc1	0%	7%	i	-3%	6%	i	i	105%[activator]	?	1%[11.4 µM]	-15%
C[C@@H]1O[C@@H](OC[C@@H]2O[C@@H](Oc3c(-c4ccc(O)c(O)c4)oc4cc(O)cc(O)c4c3=O)[C@H](O)[C@H](O)[C@@H]2O)[C@H](O)[C@H](O)[C@@H]1O	nt	?	?	nt	32µM*	i	i	nt	0%	-1%[11.4 µM]	nt
COc1ccc(CNC(=O)CN(c2cc(C)cc(C)c2)S(=O)(=O)c2c(C)noc2C)cc1	-1%	133%	nt	0%	?	nt	nt	nt	9%	1%	19%
CC(C)(C)c1ccc(Cn2nnc3c(=O)[nH]c(C4CCCN(C(=O)Cc5cccs5)C4)nc32)cc1 (configuration not stated)	-11%	56%	i	-4%	-8%	i	i	38%[activator]	27%	-1%	0%
CC1=C(C(=O)Nc2ccc(F)cc2)C(c2cccc(C)c2)n2nc(CCCO)nc2N1 (configuration not stated)	-2%	8%	nt	0%	3%	nt	nt	nt	4%	0%	-8%
CC(C(=O)NC1CCCC1)N(Cc1ccco1)C(=O)c1snc(C(=O)NC2CCCC2)c1N (configuration not stated)	-3%	-14%	i	-8%	-23%	i	i	nt	28%	0%	-8%
CCOc1cc(N2CCOCC2)c(OCC)cc1NC(=O)Cc1ccc(OC)c(OC)c1	-2%	-29%	?	-1%	-3%	i	i	11%	-7%	6%	?
O=C(Nc1nnc(-c2ccccc2)o1)Nc1ccccc1Cl	0%	4%	nt	-2%	12%	nt	nt	nt	1%	-2%	6%
CCc1cccc2c3c([nH]c12)[C@](CC)(CC(=O)O)OCC3	nt	-4%	?	nt	-12%	i	i	nt	?	-3%	nt
CCOC(=O)N1CCN(C(=O)CCc2c(C)nc3c(c(C)nn3-c3ccc(C)c(C)c3)c2C)CC1	-1%	-2%	i	2%	22%	i	i	8%	9%	2%	4%
N#Cc1c(-c2ccccc2)no[n+]1[O-]	5%	-8%	?	2%	3%	i	i	-13%	-10%	1%	25%
Cc1cc(NC(=O)C2CCCN(S(=O)(=O)c3c(C)noc3C)C2)no1 (configuration not stated)	-2%	0%	nt	-2%	9%	nt	nt	nt	5%	2%	-5%
O=c1c2ccccc2[nH]c(=S)n1CCN1CCN(Cc2ccccc2)CC1	0%	15%	i	-1%	6%	i	i	23%	7%	-2%	-16%
COc1ccc(-c2nc3cncnc3n(-c3ccccc3)c2=O)cc1	?	4%	i	?	-6%	i	i	160%[activator]	5%	-1%[11.4 µM]	-20%
c1cc(CSc2ncnc3nc[nH]c23)ccn1	0%[11.5 µM]	-2%[11.4 µM]	?	-3%[11.5 µM]	-1%[11.4 µM]	i	i	nt	12%[11.4 µM]	0%[11.4 µM]	7%[11.5 µM]
CCn1c(=O)cc(OCC(=O)Nc2ccccc2N2CCN(C)CC2)c2ccccc21	-1%	37%	nt	-4%	3%	nt	nt	nt	-4%	2%	-25%
COc1cc(C(=O)NCC(c2ccco2)N2CCCC2)ccc1OCc1c(C)noc1C (configuration not stated)	-1%	-1%	i	0%	7%	i	?	33%[activator]	0%	2%	0%
CN(C)S(=O)(=O)c1cccc(C(=O)OCC(=O)Nc2ccccc2OC(F)F)c1	nt	42%	i	0%	22%	i	i	-8%	19%	1%	-15%

Not all compounds are listed; rates above refer to the full screens.
